# Compound activity from PubChem.
# RAD54 branch: RAD54 (human) branch migration inhibition; inhibition, % at 10.4 µM; Q92698; AID 602329; RAD54 Holliday junction branch migration, FAM/BHQ fluorescence; hit rate 0.14% among 360,000;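 active = mean normalized replicate activity at least 40 and at least half of replicates scoring 40 or more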;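 note: 0% = median of neutral control wells and 100% = median of positive control wells; inhibitors cause a drop in the FAM fluorescence signal; in these data hits start at about 50%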
# E-selectin induc: E-selectin induction on HUVECs; HUVEC E-selectin immunofluorescence imaging; normalized: neutral wells 0, TNF-alpha wells 100; activation, % at 7.58 µM; hit rate 0.37% among 260,000;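 active = mean E-selectin-positive cell signal at least 10% of the positive control, reached in at least 60% of replicates, without over 20% cell loss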;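 note: in these data hits start at about 27%; measured in HUVEC primary endothelial cells; signal is the percent of cells scored E-selectin positive by PE staining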
# Target sequence (P16581 whole entry, looked up): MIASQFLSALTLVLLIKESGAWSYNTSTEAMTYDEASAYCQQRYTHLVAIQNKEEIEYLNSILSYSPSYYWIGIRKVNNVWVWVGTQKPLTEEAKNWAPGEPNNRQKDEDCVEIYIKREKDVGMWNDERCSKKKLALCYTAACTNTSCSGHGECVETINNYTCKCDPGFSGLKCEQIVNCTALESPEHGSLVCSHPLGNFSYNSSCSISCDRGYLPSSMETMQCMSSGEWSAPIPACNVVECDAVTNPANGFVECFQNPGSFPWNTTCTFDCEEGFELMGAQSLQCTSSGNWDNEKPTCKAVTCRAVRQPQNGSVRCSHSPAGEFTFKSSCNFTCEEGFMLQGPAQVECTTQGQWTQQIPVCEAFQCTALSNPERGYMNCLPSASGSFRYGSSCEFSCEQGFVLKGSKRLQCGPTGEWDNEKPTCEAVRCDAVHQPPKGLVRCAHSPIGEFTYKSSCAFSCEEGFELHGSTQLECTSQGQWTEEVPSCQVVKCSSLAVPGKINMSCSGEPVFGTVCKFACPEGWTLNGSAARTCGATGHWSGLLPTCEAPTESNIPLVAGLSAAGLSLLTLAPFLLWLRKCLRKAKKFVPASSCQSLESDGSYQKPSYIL
#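 System: HUVEC / Compound: single concentration / Signal: immunofluorescence imaging / Read-out: percent E-selectin-positive cells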
# CASP6 VEID inh: caspase-6 (human) enzyme inhibition | P55212 | purified caspase-6, Z-VEID-R110 cleavage fluorescence | inhibition, % at 12.5 µM | hit rate 0.53% among 350,000;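 active = mean inhibition across replicates at least about 35%, with every replicate also reaching that limit, limit read from the data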;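 note: 0% = median of neutral control wells and 100% = no fluorescence left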
# Target sequence (P55212 24-179 limits assumed): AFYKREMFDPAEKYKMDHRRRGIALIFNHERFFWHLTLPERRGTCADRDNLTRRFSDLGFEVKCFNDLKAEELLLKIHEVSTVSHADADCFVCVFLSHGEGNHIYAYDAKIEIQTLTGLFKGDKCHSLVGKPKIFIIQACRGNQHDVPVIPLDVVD
# Target sequence (P55212 194-293 limits assumed): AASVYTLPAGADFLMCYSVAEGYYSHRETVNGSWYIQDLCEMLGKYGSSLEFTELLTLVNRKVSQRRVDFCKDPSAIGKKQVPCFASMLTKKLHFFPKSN
# ARNT-TACC3 inh: disrupts binding between human ARNT and TACC3; Q9Y6A5; AlphaScreen His-ARNT PAS-B/GST-TACC3 binding, luminescence; TACC3 fragment carries E629A point mutation; inhibition, % at 9.99 µM; hit rate 0.66% among 390,000;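 active = mean inhibition of replicates at least 50% and at least half of replicates each reaching 50%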;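 note: 0% = complete ARNT plus TACC3 wells and 100% = ARNT alone without TACC3; many hits fall short of the cut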
# esBAF inh: blocks esBAF chromatin remodeling in mouse ES cells; Bmi1-luciferase knock-in reporter, 24 h; 100% = twice the neutral-well signal; reporter increase, % at 12.5 µM; hit rate 2% among 350,000; in the data active = activation above about 40%;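 note: 0% = median of the plate's neutral control wells and 100% = double that signal; a rise in the Bmi1 reporter signal indicates esBAF inhibition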
# ERp5 block: ERp5 (human) disulfide isomerase inhibition | Q15084 | ERp5 insulin aggregation, absorbance 650 nm, 90 min | inhibition, % at 9.99 µM | hit rate 0.05% among 350,000;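 active = mean replicate inhibition above about 25%, with every replicate also reaching it, limit read from the data, passing the limit was not always enough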
# PglD DTNB: PglD (C. jejuni) enzyme inhibition; purified PglD enzyme, DTNB colorimetric CoA detection; inhibition, % at 12.5 µM; hit rate 0.098% among 360,000; in the data active = inhibition above about 16%, passing the limit was not always enough; note: strong numbers were not always called active
# RAD52 anneal inh: blocks human RAD52 DNA annealing | inhibition, % at 18.7 µM | recombinant RAD52 DNA annealing, FRET fluorescence | AID 651710 | P43351 | hit rate 0.46% among 360,000;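 active = every replicate showing at least 50% inhibition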
# An asterisk follows results filed as active; . = no result given.
# The opening 5 entries, to show the layout:
# Under each structure – RAD54 branch | E-selectin induc | CASP6 VEID inh | ARNT-TACC3 inh | esBAF inh | ERp5 block | PglD DTNB | RAD52 anneal inh
Cc1ccsc1C1C(C#N)=C(N)N(N(C)C)C2=C1C(=O)CC(C)(C)C2 (stereo unspecified)
  -4.1 | . | -0.8 | -6.2 | -2.4 | 1.9 | -2.9 | -28.1
CCCn1c(=N)n(CC(=O)O)c2ccccc21
  13.3 | . | . | 3.3 | 6.6 | . | 2.2 | .
COc1ccc(CNCCNC(=O)c2ccco2)c(OC)c1OC
  -22.8 | 9.7 | . | 1.2 | 0.7 | . | -4.7 | .
CC(C)CC(=O)Nc1ccc2oc(-c3cccnc3)nc2c1
  -3.5 | . | . | 10.5 | 50.5* | . | 3.8 | .
C[C@@H]1CN([C@@H](C)CO)C(=O)c2cc(C#CC3CC3)cnc2O[C@H]1CN(C)C(=O)c1ccc(F)cc1
  -8.8 | 0.1 | 1.7 | 1.9 | -2.0 | -11.4 | 3.6 | 9.4

# Main list (from the top)
# Under each structure – RAD54 branch | E-selectin induc | CASP6 VEID inh | ARNT-TACC3 inh | esBAF inh | ERp5 block | PglD DTNB | RAD52 anneal inh
Cc1ccsc1C1C(C#N)=C(N)N(N(C)C)C2=C1C(=O)CC(C)(C)C2 (stereo unspecified)
  -4.1 | . | -0.8 | -6.2 | -2.4 | 1.9 | -2.9 | -28.1
CCCn1c(=N)n(CC(=O)O)c2ccccc21
  13.3 | . | . | 3.3 | 6.6 | . | 2.2 | .
COc1ccc(CNCCNC(=O)c2ccco2)c(OC)c1OC
  -22.8 | 9.7 | . | 1.2 | 0.7 | . | -4.7 | .
CC(C)CC(=O)Nc1ccc2oc(-c3cccnc3)nc2c1
  -3.5 | . | . | 10.5 | 50.5* | . | 3.8 | .
C[C@@H]1CN([C@@H](C)CO)C(=O)c2cc(C#CC3CC3)cnc2O[C@H]1CN(C)C(=O)c1ccc(F)cc1
  -8.8 | 0.1 | 1.7 | 1.9 | -2.0 | -11.4 | 3.6 | 9.4
C[C@H]1CN([C@@H](C)CO)C(=O)c2cc(NC(=O)Nc3ccc(C(F)(F)F)cc3)ccc2O[C@H]1CN(C)CC1CC1
  4.5 | 0.0 | 1.6 | 10.3 | -5.3 | -3.8 | -1.5 | 40.6
C[C@@H]1CC=C[C@H]2[C@H]1C(=O)N(Cc1ccccc1)[C@H]2c1ccc(-c2ccc(F)cc2)cc1F
  0.3 | 0.0 | -1.4 | -5.9 | 8.4 | -5.4 | 3.7 | -70.9
O=C(Nc1ccc(CN2CCS(=O)(=O)CC2)cc1)c1ccc(Cl)cc1
  4.9 | 0.0 | 3.1 | 1.5 | . | 1.9 | 6.9 | -7.6
Cc1c(NC(=O)c2ccccc2NS(=O)(=O)c2ccc(F)cc2)c(=O)n(-c2ccccc2)n1C
  1.3 | . | . | 3.7 | -2.9 | . | 2.0 | .
O=C(C[C@@H]1C=C[C@H](NS(=O)(=O)c2ccc(F)cc2)[C@H](CO)O1)NCc1ccccc1F
  . | -0.4 | 0.0 | . | . | 3.0 | . | -12.8
Cc1ccc(C)c(CSc2nnc([C@@H](N)C(C)C)o2)c1
  -10.1 | . | . | -1.2 | 8.4 | . | -8.5 | .
COc1cc(/C=C2/C(=N)N3OC(C)=CC3=NC2=O)ccc1OC(=O)c1ccco1
  . | 6.7 | 0.3 | 5.3 | . | 1.1 | . | -302.3
CCC(=O)c1ccc(OCCn2cncn2)cc1
  -10.9 | . | . | 0.0 | -0.7 | . | 1.9 | .
COc1ccc(NC(=O)Nc2ccc3c(c2)CC(=O)N([C@@H](C)CO)C[C@H](C)[C@H](CN(C)C(=O)Nc2c(C)noc2C)O3)cc1
  -0.7 | 0.1 | . | . | 5.2 | . | 0.8 | .
COC(=O)c1c(NC(=O)c2ccc(Br)o2)sc(C)c1C
  -10.5 | . | . | 1.5 | 8.5 | . | -3.5 | .
COc1ccc(NC(=O)COc2ccc(C)c(C)c2)cc1S(=O)(=O)N1CCCCC1
  -4.4 | . | 4.6 | -4.5 | 16.0 | -4.1 | -4.0 | -18.3
COc1ccc(CN(C)C[C@@H]2Oc3c(NC(=O)C4CCOCC4)cccc3C(=O)N([C@H](C)CO)C[C@H]2C)cc1
  4.4 | -0.4 | 0.0 | -2.7 | -2.1 | -1.0 | -0.9 | 2.4
CN(Cc1ccc(Cl)cc1)C(=O)c1ccc2ccccc2n1
  7.5 | 0.0 | 8.4 | 3.2 | -3.7 | -10.7 | -3.9 | -9.7
CCCCOc1ccc(/C=N/NC(=O)c2csc(C)c2C)cc1
  7.4 | . | -1.3 | . | 13.8 | 4.1 | -1.3 | -5.8
C[C@H](O)C#Cc1cnc2c(c1)C(=O)N([C@@H](C)CO)C[C@H](C)[C@@H](CN(C)C(=O)Cc1ccncc1)O2
  1.1 | 0.2 | -0.5 | 3.1 | -2.1 | -6.8 | 5.3 | -26.6
Cc1ccc(-n2c(CNC(=O)c3cccs3)nnc2SCC(=O)NO)cc1
  -0.7 | 0.0 | 0.6 | -1.9 | 1.6 | -7.5 | 1.5 | -9.6
Cc1ccc(S(=O)(=O)N[C@H]2C=C[C@@H](CC(=O)N3CCN(c4ccccc4)CC3)O[C@@H]2CO)cc1
  -0.9 | -0.3 | 1.6 | . | 0.8 | 1.4 | 2.0 | 2.3
O=C(C[C@@H]1C[C@@H]2c3cc(NC(=O)CC4CC4)ccc3O[C@@H]2[C@H](CO)O1)NCc1ccccc1
  -6.9 | -0.5 | -2.4 | -6.6 | -2.2 | 0.3 | 0.4 | -9.5
CC(=O)N(Cc1ccccc1)c1nc(-c2ccccc2)cs1
  . | . | -4.1 | -3.4 | . | -3.3 | . | -6.0
COc1ccc(NC(=O)C(Cl)=C(Cl)Cl)cn1
  . | -0.8 | 0.3 | . | . | -0.1 | . | -14.2
Cc1cccc(-n2c(-c3csc4ccccc34)n[nH]c2=S)c1
  . | -1.7 | -4.3 | -4.0 | . | -0.5 | . | -6.3
O=C(O)c1ccccc1C=NN1CCCCCC1
  5.3 | -0.1 | -3.7 | 0.4 | -5.3 | 2.0 | 4.1 | -5.4
Cc1[nH][nH]c(=O)c1C(c1c(C)[nH][nH]c1=O)c1cn(Cc2cccc3ccccc23)c2ccccc12
  -21.6 | . | . | 26.4* | -11.0 | . | -2.4 | .
CN(C)CC#Cc1ccc([C@H]2[C@H]3CN(C(=O)Nc4ccccc4F)CCCCN3[C@H]2CO)cc1
  3.8 | -0.2 | 0.6 | -15.0 | 2.7 | 3.9 | 2.8 | 29.9
C[C@H](CO)N1C[C@H](C)[C@H](CN(C)S(C)(=O)=O)OCCCC[C@H](C)Oc2ccc(NC(=O)CCCN(C)C)cc2C1=O
  6.5 | 0.0 | -11.6 | 1.3 | -0.8 | -3.6 | 1.1 | -0.3
CCN(C(=O)c1cc(S(=O)(=O)N2CCc3ccccc32)cn1C)c1ccccc1
  -5.6 | -0.1 | -2.1 | 1.4 | -1.0 | -7.0 | -0.6 | -4.1
Cn1c(=O)c(C(=O)NCc2ccc(Cl)cc2)c(O)c2ccccc21
  -3.1 | . | -1.8 | -1.6 | 6.0 | -0.7 | -4.8 | -10.2
N#C[C@@H]1[C@H](c2ccccc2C2=CCCCC2)[C@H](CO)N1C(=O)NC1CCCCC1
  . | -0.2 | -0.3 | . | . | -1.8 | . | -1.2
Cc1ccccc1NC(=O)c1ccc(CN(c2ccccc2)S(=O)(=O)c2ccccc2)cc1
  2.8 | 17.1 | -0.5 | -7.6 | -4.9 | -5.0 | 4.1 | -26.5
CCOc1ccc(OCC)c(NS(=O)(=O)c2cccc3nsnc23)c1
  15.6 | . | . | 2.8 | 0.0 | . | -2.4 | .
CCCCC(CC(O)COCC(C)C)C(=O)NN (stereo unspecified)
  . | . | -1.8 | 0.6 | . | 2.3 | . | -6.0
O=C(CC1Nc2ccccc2NC1=O)Nc1ccccc1 (stereo unspecified)
  -2.4 | . | . | -5.6 | 36.4 | . | -0.8 | .
C[C@@H]1CCCCO[C@@H](CN(C)Cc2ccccc2)[C@H](C)CN([C@H](C)CO)C(=O)c2cc(NC(=O)Nc3ccc4c(c3)OCO4)ccc2O1
  -3.2 | 0.0 | 5.6 | 17.0 | 1.1 | -0.5 | -0.2 | 11.6
CSc1nnc(-c2ccc(S(=O)(=O)N3CCCCC3)cc2)o1
  0.4 | . | -1.0 | -16.6 | -1.6 | 3.0 | -4.8 | -4.9
COc1cc(/C=C2\N=C(c3ccccc3)OC2=O)ccc1OC(C)=O
  3.2 | 0.5 | 0.9 | 1.9 | 13.2 | -0.9 | -4.9 | -28.5
CCCCN1C(Nc2ccccc2)=NC[C@@H]1C
  -18.1 | -0.1 | -0.4 | -6.1 | 1.2 | 5.2 | 1.8 | -15.6
O=C(c1ccco1)N1N=C(c2ccc3nccnc3c2)CC1c1ccccc1 (stereo unspecified)
  . | . | 1.3 | 2.4 | . | 1.5 | . | -28.3
C[C@H](O)C#Cc1ccc([C@@H]2[C@@H](CO)N3CCCCN(S(=O)(=O)c4ccccc4)C[C@H]23)cc1
  5.4 | -0.5 | . | -4.3 | . | . | -2.9 | .
Oc1ccc(N2CCN(C(=S)NCc3ccccc3)CC2)cc1
  . | -1.6 | -0.9 | . | . | 5.6 | . | 2.4
C[C@H]1CN([C@@H](C)CO)C(=O)c2cc(NS(=O)(=O)c3cccs3)ccc2O[C@@H]1CN(C)S(=O)(=O)c1cn(C)cn1
  6.0 | -0.3 | 3.3 | -15.7 | -4.3 | 4.0 | 1.7 | 7.0
CCOC(=O)c1sc(NC(=O)CSc2nc3c(cc2C#N)CCCCC3)c(C#N)c1C
  2.4 | . | . | 0.1 | -0.9 | . | 4.3 | .
COc1ccccc1CN1[C@H](CO)[C@H]2c3ccccc3N(C(=O)c3cccnc3)C[C@H]21
  8.7 | 0.0 | -10.4 | -9.4 | -4.8 | 2.0 | 6.3 | 12.8
O=C(COC(=O)CCC1CCCC1)Nc1nc2c(F)c(F)c(F)cc2s1
  2.6 | 0.0 | -0.7 | . | -6.5 | 2.3 | -3.8 | -34.5
O=C(C[C@H]1CC[C@H]2[C@@H](COC[C@@H](O)CN2CC2CCCC2)O1)NCC1CC1
  . | 0.2 | 0.5 | . | . | 5.2 | . | -5.7
CC(=O)COC(=O)c1ccc2noc(-c3ccccc3)c2c1
  8.9 | 0.2 | 0.6 | 10.3 | 27.2 | -0.1 | -0.7 | -20.0
CCN1CCN(c2cc(C)c3cc(NC(=O)CCC(=O)Nc4ccc(OC)cc4OC)ccc3n2)CC1
  -4.4 | . | -6.7 | -8.0 | 6.4 | -0.3 | -1.7 | -2.4
C[C@@H]1CN([C@@H](C)CO)C(=O)c2cc(-c3ccccc3)cnc2O[C@@H]1CN(C)Cc1ccccn1
  8.4 | 2.0 | -1.7 | . | -10.5 | 10.4 | 0.8 | 3.9
Cc1onc(-c2ccccc2)c1C(=O)N1CCN(c2ncccc2C(F)(F)F)CC1
  2.4 | -0.1 | -0.9 | -4.4 | 3.3 | 13.9 | 3.0 | -17.0
CCCn1nc(C(=O)N2CCCc3ccccc32)c2ccccc2c1=O
  . | . | 1.1 | 6.6 | . | 1.4 | . | 7.8
COc1c(C)cc(C(O)c2ncc(-c3ccccc3)[nH]2)cc1C (stereo unspecified)
  -1.2 | -0.1 | 0.9 | . | 2.9 | 3.4 | 1.5 | -14.5
COc1ccccc1[C@@H]1C(c2cccc(C)c2)=NN(c2ccc(Br)cc2)[C@H]1C(=O)N1CCOC1=O
  3.2 | 0.7 | 1.3 | -9.7 | 3.5 | 9.5 | -6.6 | -18.2
CNC[C@H]1Oc2ccc(NC(=O)NC3CCCCC3)cc2CC(=O)N([C@H](C)CO)C[C@@H]1C
  6.8 | -0.1 | -0.3 | -1.3 | -7.8 | 3.9 | 3.6 | -0.3
CC(C)NC(=O)Nc1ccc2c(c1)C(=O)N([C@H](C)CO)C[C@H](C)[C@@H](CN(C)S(C)(=O)=O)OCCCC[C@@H](C)O2
  -4.1 | . | -0.2 | -15.3 | -7.0 | -1.8 | -1.5 | 13.0
O=C(Nc1cccc2ccccc12)N(CCO)C1CCS(=O)(=O)C1 (stereo unspecified)
  -7.5 | . | 1.1 | -10.8 | -6.4 | -0.7 | 3.1 | -2.9
Oc1ccc(N=Nc2ccccc2)cc1
  2.6 | 0.3 | -2.4 | 0.3 | 6.1 | -2.4 | -4.3 | -28.7
